H37Rv inhibition – M. tuberculosis growth inhibition, HTS (AID 449762). 0.59% of 330,000 active. one-dose inhibition, % at 25 µM; IC50 in µM for titrated hits. M. tuberculosis H37Rv growth inhibition, 7H9 media; higher % means a stronger effect; in the data active = a potency from the dose series; inconclusive = inhibition above about 70% without an active follow-up result;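 also: bacterial growth assessed after seven days of incubation; strong numbers were not always called active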
Salmonella PhoP GFP – PhoP regulon inhibitors, Salmonella typhi PhoP promoter GFP reporter, confirmatory (AID 1850) | Salmonella Typhi PhoP-promoter GFP reporter, fluorescence, 4 h; higher % means a stronger effect | inhibition, % at 50 µM, or IC50 in µM where a hit was titrated | 0.33% of 310,000 active; in the data active = a potency from the dose series; inconclusive = inhibition mostly from about 25% at the one dose, without a potency; inactive = the rest, 99 in 100 with inhibition below about 19%;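 also: 0% = induced wells with vehicle and 100% = uninduced wells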
inhibitors of VEEV – inhibitors of VEEV TC-83 cytopathic effect, confirmation, Vero cells (AID 588727); 0.13% of 350,000 active; Vero cells, VEEV TC-83 cytopathic effect inhibition; higher % means a stronger effect; inhibition, % at 20 µM, or IC50 in µM where a hit was titrated; in the data active = a potency from the dose series; inconclusive = inhibition mostly from about 14% at the one dose, without a potency; inactive = the rest, 99 in 100 with inhibition below about 12%; also: strong numbers were not always called active
H1N1 NS1A inhibition – NS1A inhibition, H1N1 influenza, cell based functional assay (AID 504329). NS1A functional cell-based assay, percent inhibition; higher % means a stronger effect. 0.3% of 340,000 active. one-dose inhibition, % at 12.5 µM; IC50 in µM for titrated hits; in the data active = a potency from the dose series; inconclusive = inhibition above about 27% without an active follow-up result; also: strong numbers were not always called active
tuberculosis growth – growth inhibition of non-replicating M. tuberculosis (AID 488890) | Mycobacterium tuberculosis non-replicating, growth inhibition; higher % means a stronger effect | 0.39% of 320,000 active | inhibition, % at 25 µM, or IC50 in µM where a hit was titrated; in the data active = a potency from the dose series; inconclusive = inhibition mostly from about 82% at the one dose, without a potency; inactive = the rest, 99 in 100 with inhibition below about 76%;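 also: plate controls were DMSO cells for no effect and high antibiotic wells for full effect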
inhibitors of VEEV 10K pilot screen – also measured in inhibitors of VEEV; calls as there; inhibition, %; measured here: 10K pilot screen inhibition
* hit, by the source's call; i = inactive; ? = inconclusive; . = not tested or not shown; & = joins results of further samples.

SMILES | H37Rv inhibition | Salmonella PhoP GFP | inhibitors of VEEV | H1N1 NS1A inhibition | tuberculosis growth | others
CCCC(=O)OCCNc1cc(SCCC(=O)OC)c2nonc2c1[N+](=O)[O-] | 1.5µM* | -9% | 1.8% | -5% | ?
Cc1cc(NC(=O)Cc2ccccc2)c2ccccc2n1 | 3% | 1% | i | -5% | 19%
O=C(C1=C[C@H](c2ccc3c(c2)OCO3)C[C@H](OCCCCO)O1)N1CCOCC1 | -1% | -4% | 0.2% | -2% | -34%
Cc1ccccc1NC(=S)N(C)CCc1ccccn1 | -4% | -8% | 0.7% | -6% | -9%
Nc1cnc(Br)cc1Br | -9% | -10% | 0.5% | 8% | -16%
CCOC(=O)C(C)c1ccc2cc(OC)ccc2c1 (stereo not drawn) | -13% | -2% | 1.4% | -8% | .
Cc1noc(C)c1NC(=O)Nc1ccc2c(c1)C(=O)N([C@H](C)CO)C[C@H](C)[C@@H](CN(C)C(=O)Nc1c(C)noc1C)O2 | 3% | . | i | -1% | 4%
COc1cc(C(=S)N2CCOCC2)ccc1OC(=O)c1ccc(Br)cc1 | ? | -4% | 0.5% | 2% | 26%
Cc1cc(C(=O)COC(=O)CNS(=O)(=O)c2ccc3ccccc3c2)c(C)n1-c1ccccc1 | -4% | -5% | 1.6% | -3% | 59%
O=[N+]([O-])c1ccc(/C=N/NC(=S)Nc2ccccc2C(F)(F)F)o1 | ? | -6% | 0.4% | -1% | -20%
COc1ccccc1NC(=O)Nc1c(C)nn(C)c1C | 4% | -16% | 0.1% | -1% | -1%
COc1ccc2[nH]c3nc(SCc4nnc(-c5ccccc5)o4)nnc3c2c1 | -2% | -16% | 1.6% | -17% | 19%
CC(C)(C)c1ccc(C(=O)NN2C(=O)CSC2=S)cc1 | 2% | -3% | 2.6% | -93% | -9%
COc1cccc(CNC(=O)c2ccc3c(c2)N(C)CCS3)c1OC | 6% | -1% | 6.7% | -1% | -6%
Clc1ccc(C2Nc3cccc4cccc(c34)N2)cc1Cl | 1% | 2% | 1.7% | 5% | 29%
CCN(CC)C(=O)CSc1nc2c(sc(=S)n2-c2ccccc2)c(=O)n1-c1ccccc1OC | . | . | 3.9% | 2% | .
CC(=O)NC(Cc1ccc(F)cc1)C(=O)NC1CCN(C(=O)Nc2cccc(C)c2)CC1 (stereo not drawn) | 2% | 6% | 0.8% | -5% | -10%
Cc1ccc(-c2noc(C3CCCN(C(=O)c4ccccc4)C3)n2)o1 (stereo not drawn) | 2% | -7% | 1.6% | 11% | 17%
CCOc1ccccc1N=NC1C(=O)N(C(N)=S)N=C1C (stereo not drawn) | ? | -7% | 3.9% | -1% | ?
Cc1ccc(F)cc1CNC(=O)C1CCC(=O)N(CCc2ccccc2)C1 (stereo not drawn) | 3% | 14% | 1.4% | -2% | 2%
COc1ccc(Cl)cc1NC(=O)c1c(-c2ccccc2)noc1C | 0% | 5% | 1.7% | -1% | -18%
CC1C/C(=N\NC(=O)c2ccc([N+](=O)[O-])cc2)CC(C)(C)C1 (stereo not drawn) | -3% | -10% | 0.9% | -9% | 19%
CC(C)CC(=O)N1CCN(Cc2ccccc2[N+](=O)[O-])CC1 | 2% | 8% | 1.2% | . | -5%
CC1=C(C(=O)NC2CCCC(C)C2C)C2(CCCCC2)OC1=O (stereo not drawn) | -10% | -17% | 0.7% | -10% | 2%
CCOC(=O)C1=C(C)NC(C)=C(C(=O)OCC)C1C(=O)OCC(=O)NC | -5% | 2% | i | 5% | 1%
SMILES | H37Rv inhibition | Salmonella PhoP GFP | inhibitors of VEEV | H1N1 NS1A inhibition | tuberculosis growth | others
CSc1nnc2c(n1)c(C)nn2-c1ccc(C)cc1 | -2% | 9% | 1.6% | 22% | -6%
Cc1cccnc1NC(=S)Nc1ncccc1C | 1% | -9% | i | -8% | 5%
Clc1cc(Br)ccc1OCCN1CCOCC1 | 5% | -11% | 0.2% | 26% | -1%
CC12CC3CC(C)(C1)CC(NCc1ccncc1)(C3)C2 | 3% | 5% | 1.0% | -5% | 3%
O=C(COc1ccc(S(=O)(=O)N2CCOCC2)cc1)NC1CCCCC1 | -4% | . | 0.2% | -11% | 12%
CCOc1ccc(NC(=O)COc2cccc3c2CCN(Cc2cccnc2)C3=O)cc1 | 10% | -5% | 6.5% | -3% | 49%
O=C(COc1ccc(Br)cc1CNCCCN1CCOCC1)Nc1ccccc1 | 3% | -6% | 0.5% | 0% | 37%
COC(=O)c1ccccc1NC(=O)CSc1nc2ccccc2c(=O)[nH]1 | -2% | 0% | 2.5% | 3% | -1% | inhibitors of VEEV 10K pilot screen=7.1
Cc1cccc(C(=O)NNC(=S)NC(=O)c2ccccc2)c1 | 0.59µM* | 19% | 47% | -21% | ?
CCOc1nc(N2CCOCC2)nc(C)c1[N+](=O)[O-] | -3% | -8% | 4.2% | -4% | 0%
COc1ccc(C(=O)CSc2nnc(-c3cccs3)n2-c2ccccc2)cc1 | 5% | -10% | 1.2% | 8% | 13%
CCOc1ccc(S(=O)(=O)N(C)CC(=O)N2CCN(CC)CC2)cc1 | 6% | 2% | 3.5% | -7% | -3%
Cc1ccc(NC(=O)CSc2nc3ccccc3c(=O)n2Cc2cccs2)cc1 | 1% | 7% | 0.2% | -8% | -9% | inhibitors of VEEV 10K pilot screen=0.9
CCn1c(C)nc2cc(C(=O)NNC(=S)Nc3ccc(F)cc3)ccc21 | -11% | 10% | 3.0% | 13% | -4%
COc1cc(OC)cc(-c2c(C#Cc3ccsc3)c3cc(-c4ccc(CN5CCOCC5)cc4)ccc3n2C)c1 | 2% | . | 7.8% | -3% | 33%
O=C(C[n+]1cccc(CNC(=O)c2ccc(OC(F)F)cc2)c1)Nc1cc(C(F)(F)F)ccc1Cl | 3% | 7% | 1.9% | 3% | 68%
CCOC(=O)c1ccc(S(=O)(=O)NNc2ccc(C(F)(F)F)cn2)cc1 | -2% | . | 1.8% | 2% | -9%
CCCSc1ccc([C@@H]2[C@H]3C(=O)N(CC)C(=O)[C@H]3[C@]3(C(=O)OC)CCCN23)cc1OC | 3% | -22% | 0.6% | -1% | 7% | inhibitors of VEEV 10K pilot screen=0.6
CCN(CC(=O)NCc1ccc(F)cc1)C(=O)c1ccc(Cl)cc1 | -2% | -3% | i | -1% | 6%
Cc1ccc(C(=O)N2CCOCC2)c(F)c1F | 2% | -15% | 0.4% | 4% | 1%
O=c1c2sccc2nc(SCc2ccc([N+](=O)[O-])cc2)n1Cc1ccccn1 | 5% | -6% | 4.6% | 13% | 7%
Cc1nc2cc(NC(=O)CSc3nc4c(C)cccc4cc3C#N)ccc2s1 | 6% | 8% | 0.3% | 4% | -7%
Cc1cccc(-c2nc(CS(=O)CC(=O)NC3CCCCC3)c(C)o2)c1 (stereo not drawn) | 0% | 1% | i | -2% | 3%
CCCC(=O)Nc1ccc(S(=O)(=O)N2CCCC2)cc1 | -1% | 0% | i | -14% | -7%
Cc1nc(-c2ccc(F)cc2)c(CC(=O)N(C)CC(=O)Nc2ccccc2Cl)s1 | 0% | -4% | i | -6% | 3%

Looked up by compound from the list above, 6 records:
SMILES | H37Rv inhibition | Salmonella PhoP GFP | inhibitors of VEEV | H1N1 NS1A inhibition | tuberculosis growth | others
CSc1nnc2c(n1)c(C)nn2-c1ccc(C)cc1 | -2% | 9% | 1.6% | 22% | -6%
CCOc1ccc(S(=O)(=O)N(C)CC(=O)N2CCN(CC)CC2)cc1 | 6% | 2% | 3.5% | -7% | -3%
CC(C)CC(=O)N1CCN(Cc2ccccc2[N+](=O)[O-])CC1 | 2% | 8% | 1.2% | . | -5%
CC12CC3CC(C)(C1)CC(NCc1ccncc1)(C3)C2 | 3% | 5% | 1.0% | -5% | 3%
CCn1c(C)nc2cc(C(=O)NNC(=S)Nc3ccc(F)cc3)ccc21 | -11% | 10% | 3.0% | 13% | -4%
Clc1cc(Br)ccc1OCCN1CCOCC1 | 5% | -11% | 0.2% | 26% | -1%

Next section.
SMILES | H37Rv inhibition | Salmonella PhoP GFP | inhibitors of VEEV | H1N1 NS1A inhibition | tuberculosis growth | others
CCOC(=O)c1ccc2c(c1)nc(COc1ccc3ccccc3c1)n2CC | -4% | 1% | 0.1% | 2% | 16%
O=C1/C(=C\c2ccccc2)CCC/C1=C/c1ccccc1 | . | . | 11% | -2% | .
CCOC(=O)C(C)n1cnc2c1c(=O)[nH]c(=O)n2C (stereo not drawn) | -5% | -3% | 0.3% | -17% | -15%
CC(C)Oc1cccc(C(=O)C2CCCN(Cc3cccn3-c3ccccn3)C2)c1 (stereo not drawn) | -2% | 0% | i | 10% | 51%
CC(=O)NCCc1ccc(S(=O)(=O)Nc2cccnc2)cc1 | 3% | -5% | 0.2% | 0% | -5%
COc1ccc(N2CCN(CCc3ccncc3)CC2)cc1 | -2% | 14% | 0.3% | -47% | -19%
COc1ccc([C@H]2CC(=O)C=C(c3ccc(C(=O)O)cc3)C2)cc1OC | -20% | . | 0.1% | -23% | -1%
Cc1ccc(Cl)cc1NC(=O)C(NS(=O)(=O)c1cccs1)c1ccccc1 (stereo not drawn) | 5% | -5% | 0.6% | -5% | 7%
CCC(C(=O)Nc1ccc(S(=O)(=O)N(C)C2CCN(C)CC2)cc1)c1ccccc1 (stereo not drawn) | -4% | . | 0.8% | -7% | 38%
COc1ccc(-c2ccc(SCC(=O)N3CC(=O)Nc4ccccc43)nn2)cc1 | -4% | 7% | 7.3% | -6% | 22%
COc1ccc(/C=C/c2c(-c3ccccc3OC)sc3ccccc23)cc1OC | 14% | . | 0.7% | -3% | 9%
O=C(NNC1CC(=O)N(c2ccc(Br)cc2)C1=O)c1cccnc1 (stereo not drawn) | 2% | -3% | 0.1% | -9% | -5%
O=C(CSc1ncnc2sc3c(c12)CCCC3)NC1CCS(=O)(=O)C1 (stereo not drawn) | 3% | . | i | -8% | 1%
Cc1cc(Cl)c(S(=O)(=O)Nc2ccc3c(c2)OCCO3)cc1OCC(N)=O | -10% | -11%&-3% | 0.5% | 3% | 11%
COc1ccccc1CNC(=O)/C=C/c1ccc(Br)o1 | 4% | 3% | 1.4% | 4% | -1%
CN(C)CCNC(=O)CCn1nc(-c2ccc(Cl)cc2)ccc1=O | 0% | 10% | 0.1% | -4% | -17%
O=C(CN1C2CCCC1CC(NC(=O)c1ccco1)C2)Nc1ccccc1C(F)(F)F (stereo not drawn) | -6% | -6% | 4.0% | 16% | -2%
NNC(=O)CC12CC3CC(C1)CC(n1ncnn1)(C3)C2 | -4% | -51% | i | 2% | -4%
CN(C(=O)c1sc2nc(N3CCOCC3)c3c(c2c1N)CCCC3)c1ccccc1 | 4% | -28% | 10.0% | 1% | -3%
Cc1ccccc1C1NC(c2ccccc2C)C([N+](=O)[O-])C(C)(C)C1[N+](=O)[O-] (stereo not drawn) | 2% | -3% | 3.4% | 1% | -2%
Cc1cc(C(=O)NCc2cccs2)no1 | 4% | -8% | 2.6% | 5% | 38%
CC#CCN1c2ccccc2[C@]23C[C@@H](C(=O)OC)N(C(=O)NCCBr)C2=NC(C(=O)OC)=C(C(=O)OC)[C@H]13 | -3% | -2% | 1.6% | -1% | -2%
O=c1[nH]c(=O)c2nnc(N/N=C\c3ccc(O)cc3)nc2[nH]1 | -3% | -2% | i | 3% | -5%
COc1ccc(C2/C=C\CN(Cc3ccco3)CC(=O)N2Cc2ccc(F)cc2)cc1 (stereo not drawn) | 4% | 6% | 6.9% | 12% | 26%
COc1ccc(OC)c(NC(=O)c2sc3nc(C)cc(C)c3c2N)c1 | 2% | 0% | 0.6% | -2% | -7%
SMILES | H37Rv inhibition | Salmonella PhoP GFP | inhibitors of VEEV | H1N1 NS1A inhibition | tuberculosis growth | others
O=C(Nc1ccc([N+](=O)[O-])cc1)Nn1cnnc1 | -3% | -10% | 2.2% | 1% | -6%
CCOC(=O)C/C(=N\Nc1ncnc2ccccc12)c1ccccc1 | 9% | -6% | 3.2% | -2% | 28%
Cc1ccc(S(=O)(=O)N(C)CC(=O)OCC(=O)NC(=O)Nc2ccc3c(c2)OCCO3)cc1 | 40% | -4% | 0.2% | 8% | 2%
CCOc1ccc(NC(=O)CCC(=O)NNS(=O)(=O)c2ccccc2[N+](=O)[O-])cc1 | ? | -2% | 0.1% | 1% | 17%
CC(C)CC(NC(=O)C1CCC(C)CC1)C(=O)N1CCN(c2ccccn2)CC1 (stereo not drawn) | -3% | 0% | 0.1% | 1% | 19%
COc1cc2c(cc1OC)C(c1ccc(Br)cc1)NC(=O)C2 (stereo not drawn) | -4% | -3% | 0.5% | 4% | 1%
COc1cccc(CNS(=O)(=O)c2cc3c4c(c2)CCN4C(=O)CC3)c1 | 3% | 2% | 2.6% | 8% | 8%

Source: PubChem BioAssay (Southern Research Specialized Biocontainment Screening Center)
